# High-throughput results: PubChem BioAssay, several laboratories
# ERa SRC1 inh: ER-alpha (human) coactivator binding inhibition; P03372; 1.7% of 86,000 active; TR-FRET ER-alpha LBD / SRC-1 peptide, estradiol-bound; inhibition, % at 25.6 µM; in the data active means inhibition above about 50%;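 further: 0% = receptor plus peptide control and 100% = peptide only without receptor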
# CD11b adhes inh: CD11b/CD18-fibrinogen binding inhibition; P05107+P11215; K562 CD11b/CD18 adhesion to fibrinogen, ATPlite luminescence; Mn2+ added to activate the integrin; inhibition, % at 10 µM; 0.54% of 93,000 active; AID 1497;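 active means primary inhibition of 50% or more at 10 µM, then 40% or more on retest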; further: some results filed as inactive read as strong as hits
# ERb SRC1 inh: blocks coactivator binding to human estrogen receptor beta; TR-FRET ER-beta LBD / SRC1-Cy5 peptide binding; receptor agonist-loaded with 1 µM estradiol; inhibition, % at 25.6 µM; 1.3% of 86,000 active; AID 633;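 active means compounds whose percent inhibition of the receptor-coactivator binding signal exceeds about 50% in the single-dose screen, limit read from the data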;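 further: 0% = receptor plus peptide wells without compound and 100% = peptide-only wells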
# Rev-RRE block: inhibitors of HIV-1 Rev-RRE RNA interaction; P05866; Rev peptide-RRE RNA binding, FRET; inhibition, % at 8 µM; 0.79% of 97,000 active;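 active means inhibition above the screen-wide mean plus 3 SD, cut at about 35% in these data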;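 further: 0% = median DMSO wells and 100% = median Neomycin B control wells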
#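 Test system: Cy5-tagged RRE RNA duplex with fluorescein-tagged Rev peptide; Probe or stimulus: labelled Rev peptide; Schedule: 5 min preincubation and 15 min binding, 25 °C; Signal: FRET fluorescence readout; Evaluation: % inhibition from 671/540 nm acceptor-to-donor ratio, scaled between controls; Control set: DMSO and neomycin B.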
# Mac1 fbg enh: enhancers of human CD11b/CD18 binding to fibrinogen; K562 CD11b/CD18 adhesion to fibrinogen, ATPlite luminescence; activation, % at 10 µM; P05107+P11215; 0.07% of 93,000 active;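 active means 10 µM primary screen giving 50% or more activity, confirmed by 40% or more on retest at that dose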; further: strong numbers were not always called active
# PLK1 PBD inh: Plk1 (human) PBD binding inhibition. AID 693. Plk1 PBD phosphopeptide binding, fluorescence polarization. 0.13% of 97,000 active. inhibition, %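 (tested at about 20 µM)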; in the data active means inhibition above about 34%, passing the limit was not always enough
# PLK1 inh: PLK1 (human) kinase inhibition | inhibition, % at 10 µM | P53350 | 0.53% of 97,000 active | recombinant PLK1 kinase, TR-FRET peptide phosphorylation | AID 619;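 active means inhibition of 50% or more in the single-concentration screen; inactive means inhibition below 50%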;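 further: 0% = DMSO max control and 100% = H-89 dihydrochloride min control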
# ERa SRC1 pot: ER-alpha (human) coactivator binding potentiation. AID 639. 1.3% of 86,000 active. P03372. TR-FRET ERalpha-LBD/SRC-Cy5 coactivator binding, 2 h; 100 = basal binding, no effect. coactivator binding (% of control), % at 25.6 µM; in the data active means activity above about 200%;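 further: binding measured in presence of low estradiol as agonist stimulus; 0% = peptide alone without receptor and 100% = receptor with peptide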
# FAK inh: blocks human focal adhesion kinase activity; biochemical FAK kinase activity assay; inhibition, %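 (tested at 7 µM)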; 0.84% of 97,000 active; AID 727; in the data active means inhibition above about 19%;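 further: 0% = DMSO and 100% = reference compound high control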
# Target sequence (Q05397 whole entry, looked up): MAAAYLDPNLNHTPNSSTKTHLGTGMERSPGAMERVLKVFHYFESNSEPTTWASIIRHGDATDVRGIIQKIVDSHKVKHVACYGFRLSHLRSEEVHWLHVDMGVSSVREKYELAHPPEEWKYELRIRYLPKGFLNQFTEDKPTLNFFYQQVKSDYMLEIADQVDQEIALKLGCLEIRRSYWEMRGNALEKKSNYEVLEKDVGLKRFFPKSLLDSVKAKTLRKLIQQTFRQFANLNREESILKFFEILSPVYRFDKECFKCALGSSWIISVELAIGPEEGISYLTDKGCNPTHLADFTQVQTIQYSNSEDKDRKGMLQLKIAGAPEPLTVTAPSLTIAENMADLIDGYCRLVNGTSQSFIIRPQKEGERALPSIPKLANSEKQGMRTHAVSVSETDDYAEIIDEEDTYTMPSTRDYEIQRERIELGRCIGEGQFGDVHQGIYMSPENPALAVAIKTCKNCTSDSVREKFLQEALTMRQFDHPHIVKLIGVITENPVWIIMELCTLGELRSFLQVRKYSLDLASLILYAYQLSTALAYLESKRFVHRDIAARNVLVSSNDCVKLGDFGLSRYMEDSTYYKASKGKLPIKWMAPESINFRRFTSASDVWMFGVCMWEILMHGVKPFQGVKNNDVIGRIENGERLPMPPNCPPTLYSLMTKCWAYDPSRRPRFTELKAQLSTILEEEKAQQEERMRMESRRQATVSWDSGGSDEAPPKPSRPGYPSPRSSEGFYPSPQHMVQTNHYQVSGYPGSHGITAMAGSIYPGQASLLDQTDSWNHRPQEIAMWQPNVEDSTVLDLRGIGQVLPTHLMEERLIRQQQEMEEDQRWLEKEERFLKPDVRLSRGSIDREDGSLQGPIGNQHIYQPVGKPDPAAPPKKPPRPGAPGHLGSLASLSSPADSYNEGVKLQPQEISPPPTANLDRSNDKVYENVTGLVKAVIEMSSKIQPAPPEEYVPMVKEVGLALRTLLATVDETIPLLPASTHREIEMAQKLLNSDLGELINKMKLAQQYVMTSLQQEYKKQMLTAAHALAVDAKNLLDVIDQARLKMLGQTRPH
# Active calls of the source: *; · = not tested or not shown; [ ] = dose if it differs, or a comment.
SMILES,ERa SRC1 inh,CD11b adhes inh,ERb SRC1 inh,Rev-RRE block,Mac1 fbg enh,PLK1 PBD inh,PLK1 inh,ERa SRC1 pot,FAK inh
COc1ccc(S(=O)(=O)NC2CCCC2)c(Cl)c1Cl,3.5[fluorescence artefact?],-9.4,-1.2[fluorescence artefact?],3.1,-5.2,17.3,-1.9,105.3,1.6
COc1ccc(-n2nnnc2SCC(=O)NCCc2ccc(OC)c(OC)c2)cc1,-7.3,7.1,-1.5,5.3,-1.1,-11.4,-14.3,114.5,0.2
O=Cc1cn(CC(=O)N2CCCc3ccccc32)c2ccccc12,4.7,·,2.0,0.5,·,-2.5,-16.5,90.8,-2.2
C[N+]1(CCOc2ccc([N+](=O)[O-])cc2)CCOCC1,·,0.2,·,3.0,6.1,-4.5,-18.9,·,8.1
CNc1oc(-c2ccco2)nc1C#N,3.1[fluorescence artefact?],2.5,-0.5[fluorescence artefact?],1.5,1.2,-7.2,0.4,113.7,-1.6
Cc1nc(SCc2ccccc2C)n[nH]1,-1.4,-30.0,7.7,3.8,-0.3,-11.9,-11.5,93.2,0.2
O=C(c1ccc(N2CCCC2=O)cc1)N1CCOCC1,·,-28.9,·,10.7,-1.6,-14.4,-9.2,·,-7.1
COc1cc2c(cc1NS(=O)(=O)N1CCCC1)oc1ccccc12,4.2,-2.7,-10.9,16.3,1.6,-6.7,-5.3,96.4,13.5
CCCCN(CCNP(=O)(OCC)OCC)CP(=O)(OCC)OCC,-1.2,·,4.0,1.5,·,-1.3,-5.4,100.4,5.8
CCCCN(C)Cc1c(C)[nH]c2ccc(C)cc2c1=O,8.0,-8.5,-12.7,-1.0,-4.0,-17.9,-5.2,107.6,-7.7
O=C(CCN1C(=O)c2ccccc2C1=O)Nc1cc(F)ccc1F,3.7,0.4,-2.9,-2.2,-3.0,-4.2,-31.3,88.6,2.0
CCN1CC2=C(OC(N)=C(C#N)C2c2cccs2)/C(=C/c2cccs2)C1 (stereo not drawn),-10.7[fluorescence artefact?],-21.1,32.3[fluorescence artefact?],42.1*,13.6,1.2,-8.8,75.0[fluorescence artefact?],7.4
CN(C)c1ccc(C(=O)n2nnc3ccccc32)cc1,21.4,6.8,4.6,0.4,-3.5,-15.9,-0.1,158.7[fluorescence artefact?],0.3
COC(=O)[C@H](CC(C)C)NC(=O)Nc1ccc2c(c1)OCCO2,-8.1,-2.7,-3.8,8.5,-0.7,-5.0,-6.3,115.2,3.7
CC(=O)Cc1nsc(NC(=O)c2cn(-c3ccccc3)nc2-c2ccc(Br)cc2)n1,0.6,-7.8,11.3,10.6,-2.0,3.7,-16.0,141.1,0.4
CCOC(=O)CN1N=C(/C=C/c2ccc(OC)cc2)CCC1=O,·,·,·,0.9,·,-16.0,-8.8,·,0.8
CC1OC(Nc2ccc(OC(F)(F)F)cc2)C(O)C(O)C1O (stereo not drawn),0.4[fluorescence artefact?],-10.1,-2.1,4.5,2.4,-30.6,9.5,109.4[fluorescence artefact?],-6.5
O=C(CSc1nnc(CNc2ccc(F)cc2)o1)OC1CCCCC1,-5.7,-4.1,-12.1,12.1,-0.4,2.3,-11.1,106.2,0.8
O=C(c1c(O)c2ccccc2oc1=O)C1CCC1,5.4,10.9,9.6,2.7,-6.9,-23.9,-8.3,103.7,-4.4
CCCCC(=O)Nc1ccc(C(=O)Nc2ccc3c(c2)OCO3)cc1,35.3,-2.3,36.4,-2.6,22.3,-5.3,-7.6,83.2[fluorescence artefact?],-1.3
O=P(CCN1CCCCC1)(c1ccccc1)c1ccccc1,-2.7,-26.8,-4.7,9.7,-6.0,-4.5,-5.2,95.2,-3.5
Cc1ccc(-n2c(SCC(=O)NCC3CCCO3)nc3n[nH]c(C)c3c2=N)cc1Cl (stereo not drawn),-5.1,-1.5,-5.7,·,-2.0,·,·,95.1,·
O=C(Nc1ccncc1)Nc1ccc(F)cc1F,15.4[fluorescence artefact?],13.3,-2.0,3.5,7.6,-3.9,1.1,112.2,-1.1
COc1ccc(Cl)cc1NC(=O)N1CCN(C2CCCCC2)CC1,-8.1,-14.2,-4.6,2.3,0.6,5.0,-11.3,114.3,-1.2
COc1cc(C)c(C(C)C)cc1S(=O)(=O)n1ccnc1,-10.8,·,-18.9,6.2,·,-15.5,-9.9,100.2,-2.0
c1cnc(NC2CCCCCC2)nc1,-6.0,·,-7.3,12.4,·,-14.4,-12.1,94.2,4.0
CCOc1ccc(NC(N)=O)cc1,7.9,-3.0,2.3,4.7,-2.9,13.9,-3.5,124.9[fluorescence artefact?],-2.4
Cc1ccccc1Cn1nc(C)c(NC(=O)c2nc3n(n2)C(C(F)F)CC(C)N3)c1C (stereo not drawn),-3.5,3.0,-5.2,5.8,4.1,29.6,-3.3,111.2,3.3
Cc1ccn2c(C(=O)N/N=C\c3ccccc3[N+](=O)[O-])c(C)nc2c1,·,·,·,6.1,·,-35.8,-8.0,·,3.0
Cc1sc2nc(C3CC3)nc(SCC(=O)N3CC(=O)Nc4ccccc43)c2c1C,·,·,·,-1.2,·,1.6,-5.1,·,7.5
CCOc1cc2oc(=O)c3c(c2cc1Cl)CCC3,0.9,-11.4,-5.0,7.2,-2.7,-6.8,-12.2,112.5,-2.1
Cc1cc(C)c2cc(CN(CCN3CCCC3)C(=O)Nc3ccc(F)cc3)c(=O)[nH]c2c1,11.2,42.4,-13.7,8.8,1.5,14.8,-2.0,101.2,-7.2
COC(=O)CSc1nc2cc3c(cc2cc1C#N)OCO3,30.1[fluorescence artefact?],-5.6,15.7,3.1,-0.7,-19.4,-10.4,284.3*[fluorescence artefact?],-31.5
CC1(C)CC(=O)C2=C(C1)OC1=C(C(=O)CC(C)(C)C1)C2c1ccc(O)cc1O,3.0[fluorescence artefact?],3.9,12.9[fluorescence artefact?],94.2*[fluorescence artefact?],-0.8,-1.4,-16.7,64.2[fluorescence artefact?],-1.4
NC(=O)CNC(=O)C1CCCc2c1[nH]c1ccc(Cl)cc21 (stereo not drawn),·,-43.8,·,6.8,12.0,21.1,-5.7,·,2.6
CC(=O)Nc1ccccc1OC(=O)N1CCOCC1,8.0[fluorescence artefact?],-4.6,-2.8[fluorescence artefact?],5.3,1.2,7.1,-16.1,106.3[fluorescence artefact?],-0.8
Cc1cc(C(F)(F)F)nn1CC(=O)NCc1ccccc1,-3.2,-16.5,-10.4,4.7,-4.6,-17.4,-9.7,135.8,1.8
CC(=O)N1CCc2cc(S(=O)(=O)NC(C(=O)NCc3ccccc3)C(C)C)ccc21 (stereo not drawn),-18.5,9.2,-28.2[fluorescence artefact?],6.4,-2.8,-14.6,-6.8,88.7,-0.9
CCOc1ccc(C2CC(c3ccc(OC)c(OC)c3)n3nc(N)nc3N2)cc1 (stereo not drawn),-3.8,19.6,-4.7,·,7.8,·,·,107.7,·
CCN(CCNC(=O)CN1CCN(Cc2ccc(Cl)cc2)C1=O)c1ccccc1,-0.5,11.8,-10.0,9.0,1.5,9.4,-6.2,116.1,-0.9

# Pulled one by one from the entries so far (3):
SMILES,ERa SRC1 inh,CD11b adhes inh,ERb SRC1 inh,Rev-RRE block,Mac1 fbg enh,PLK1 PBD inh,PLK1 inh,ERa SRC1 pot,FAK inh
Cc1ccccc1Cn1nc(C)c(NC(=O)c2nc3n(n2)C(C(F)F)CC(C)N3)c1C (stereo not drawn),-3.5,3.0,-5.2,5.8,4.1,29.6,-3.3,111.2,3.3
O=P(CCN1CCCCC1)(c1ccccc1)c1ccccc1,-2.7,-26.8,-4.7,9.7,-6.0,-4.5,-5.2,95.2,-3.5
CCOc1cc2oc(=O)c3c(c2cc1Cl)CCC3,0.9,-11.4,-5.0,7.2,-2.7,-6.8,-12.2,112.5,-2.1

# (continued)
SMILES,ERa SRC1 inh,CD11b adhes inh,ERb SRC1 inh,Rev-RRE block,Mac1 fbg enh,PLK1 PBD inh,PLK1 inh,ERa SRC1 pot,FAK inh
Nc1ccc(C(=O)Nc2ccc3nc(-c4cccnc4)[nH]c3c2)cc1,4.1,-5.4,5.1,1.7,-1.1,3.8,-2.9,95.8,1.2
COc1ccccc1C1C(C(=O)c2cc3ccccc3o2)=C(O)C(=O)N1CCN(C)C (stereo not drawn),13.1[fluorescence artefact?],-12.1,13.6[fluorescence artefact?],-2.5,-3.7,8.9,-17.6,97.1,-0.5
COC(=O)Cn1c(=NC(=O)CSC(C)=O)sc2ccccc21,4.2,-5.5,-0.8[fluorescence artefact?],·,-1.9,·,·,89.5,·
CC(C)Cc1cc(C(=O)Nc2cc(C(F)(F)F)ccc2Cl)no1,-2.8,5.0,-4.6,26.2,-3.8,-17.7,-3.3,115.0,-0.4
C[C@@H]1C[C@H](Nc2ccccc2)c2ccccc2N1C(=O)c1cccnc1,-10.3,-26.0,-9.1,1.2,-3.6,-10.6,-6.7,105.3,-0.3
CC(C)(C)c1ccc(S(=O)(=O)N2CCC(c3nc4ccc(Cl)cc4[nH]3)CC2)cc1,-11.3,·,-18.4,8.6,·,-2.4,-15.1,90.1,3.9
COc1ccccc1NC(=O)C(O)C(O)C(=O)Nc1ccccc1OC (stereo not drawn),-6.8,-27.8,-3.1,-1.3,-0.5,-13.0,-2.3,112.9,-2.4
CCOC(=O)C1CCN(S(=O)(=O)c2ccc3[nH]c(=O)oc3c2)CC1,-2.1,9.2,6.3,9.2,-3.1,5.3,-21.7,105.7,2.5
O=C(O)C1C2C=CC(C2)C1C(=O)OC1CC2CCC1C2 (stereo not drawn),3.4[fluorescence artefact?],0.5,-1.8[fluorescence artefact?],4.3,-3.5,-14.3,-5.6,103.0,-1.2
Cc1noc(/C=C/N(C)C)c1S(=O)(=O)N1CCCC(C(=O)N2CCCCC2)C1 (stereo not drawn),-0.4,2.2,-4.3,-2.5,1.5,-29.0,-4.0,104.8[fluorescence artefact?],-3.4
COc1ccc(CN(C)C2CCCCC2)c(C)c1C,-2.6,-48.3,-6.0,6.8,0.5,-7.0,8.4,116.1,-2.0
Cc1ccc(-c2csc3nc(C)n(-n4c(C)ccc4C)c(=O)c23)o1,0.8,10.5,-1.1,-2.6,1.4,0.5,8.2,97.6,-8.8
Cc1cc(C(=O)Nc2ccccc2C(F)(F)F)no1,7.7,-10.1,-4.5,-0.2,-4.0,-5.7,-11.4,113.2,-3.0
COc1cc(OC)c(NC(=S)Nc2cccc(C(C)=O)c2)cc1Cl,·,-11.1,·,4.9,-1.4,-2.9,-14.4,·,2.3
CCOc1ccc2[nH]c(C)c(CN3CCOCC3)c(=O)c2c1,-4.9,-10.3,-9.2,3.7,-2.6,30.4,1.1,96.8,3.4
COc1ccc2[nH]c3c(N4CCC(O)(c5cccc(C(F)(F)F)c5)CC4)ncnc3c2c1,·,7.5,·,7.8,-2.5,-3.4,2.4,·,-0.9
CC(C)Oc1cccc(C(=O)O)c1,-12.9,-22.9,6.0,12.5,-2.7,-5.1,-1.2,102.1,5.7

# 3 entries from above, sorted by formula weight, ascending.
SMILES,ERa SRC1 inh,CD11b adhes inh,ERb SRC1 inh,Rev-RRE block,Mac1 fbg enh,PLK1 PBD inh,PLK1 inh,ERa SRC1 pot,FAK inh
Cc1cc(C(F)(F)F)nn1CC(=O)NCc1ccccc1,-3.2,-16.5,-10.4,4.7,-4.6,-17.4,-9.7,135.8,1.8
COC(=O)CSc1nc2cc3c(cc2cc1C#N)OCO3,30.1[fluorescence artefact?],-5.6,15.7,3.1,-0.7,-19.4,-10.4,284.3*[fluorescence artefact?],-31.5
COc1ccc(-n2nnnc2SCC(=O)NCCc2ccc(OC)c(OC)c2)cc1,-7.3,7.1,-1.5,5.3,-1.1,-11.4,-14.3,114.5,0.2
